Screening data: PubChem BioAssay, National Center for Advancing Translational Sciences (NCATS)
FEN1 inh – human FEN1 inhibition. Recombinant FEN1 flap cleavage, fluorescence, 15 min. P39748. actives 0.35% (n = 390,000). Potency, µM (highest dose often 114 µM), without a hit: at the top dose activity change, negative = inhibition, usual class: inhibitors; note: nearly all actives have a fitted effect of over 65% in size
Target sequence (P39748 whole entry, looked up): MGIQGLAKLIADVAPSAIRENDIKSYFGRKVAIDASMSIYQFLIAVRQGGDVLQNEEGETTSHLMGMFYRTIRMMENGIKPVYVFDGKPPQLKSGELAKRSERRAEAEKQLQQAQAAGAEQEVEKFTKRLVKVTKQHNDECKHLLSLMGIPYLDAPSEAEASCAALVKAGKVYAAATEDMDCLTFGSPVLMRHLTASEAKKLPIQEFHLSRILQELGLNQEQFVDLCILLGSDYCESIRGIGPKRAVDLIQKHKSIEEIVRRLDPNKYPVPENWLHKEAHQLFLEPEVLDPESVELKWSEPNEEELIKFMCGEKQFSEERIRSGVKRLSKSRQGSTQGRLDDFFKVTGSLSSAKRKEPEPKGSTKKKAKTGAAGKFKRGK
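FEN1 at 10 nM preincubated with compounds 15 min at room temperature, then flap DNA substrate added at 50 nM final. Signal read at 0 and 15 min; concentration-response fitted with four-parameter Hill equation.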
N370S GC mod – inhibits or activates N370S mutant glucocerebrosidase; P04062; N370S GC spleen homogenate, 4MU-glucoside fluorescence; Potency, µM (highest dose often 59.4 µM), for inactives: top-dose activity change, negative = inhibition, hits mostly inhibitors; actives 0.092% (n = 330,000);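 note: 0% = full enzyme activity and -100% = no enzyme basal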
TDP1 inh – TDP1 (human) enzyme inhibition; Q9NUW8; recombinant TDP1, AlphaScreen DNA substrate cleavage; Potency, µM (top dose mostly 130 µM), without a hit: at the top dose activity change, negative = inhibition, most hits filed as inhibitors; actives 0.28% (n = 350,000); AID 485290; note: nearly all actives have a fitted effect of over 40% in size
Target sequence (Q9NUW8 whole entry, looked up): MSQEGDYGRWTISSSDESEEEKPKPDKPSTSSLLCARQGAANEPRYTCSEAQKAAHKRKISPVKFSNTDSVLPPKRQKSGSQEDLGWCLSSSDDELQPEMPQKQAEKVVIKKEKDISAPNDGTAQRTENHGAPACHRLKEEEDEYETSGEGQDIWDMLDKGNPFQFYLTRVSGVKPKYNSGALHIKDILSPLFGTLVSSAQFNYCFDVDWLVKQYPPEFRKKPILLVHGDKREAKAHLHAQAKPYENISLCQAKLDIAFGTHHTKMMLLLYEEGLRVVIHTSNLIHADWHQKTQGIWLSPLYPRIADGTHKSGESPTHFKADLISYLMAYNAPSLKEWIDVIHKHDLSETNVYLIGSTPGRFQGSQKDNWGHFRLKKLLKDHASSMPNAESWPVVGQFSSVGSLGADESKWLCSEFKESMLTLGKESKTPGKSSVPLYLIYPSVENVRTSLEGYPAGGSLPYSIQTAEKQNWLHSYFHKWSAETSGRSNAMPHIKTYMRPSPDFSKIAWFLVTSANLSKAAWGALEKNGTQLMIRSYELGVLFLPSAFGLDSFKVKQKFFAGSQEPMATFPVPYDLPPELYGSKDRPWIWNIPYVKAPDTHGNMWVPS
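Enzyme-compound mixtures sat 15 min at room temperature, followed by a 5 min reaction with 15 nM final substrate and 10 min with AlphaScreen beads. Recombinant human Tdp1 was used at 1 nM final.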
The depositor's hits bear a star; ? = inconclusive; . = no result given; & = joins results of further samples; [ ] = remark or other dose. Calls come from the whole dose curve; as a rule, active = well fitted curve in the direction sought with a large enough effect; inconclusive = small, poorly fitted or top-dose-only effect, or another doubt; inactive = no such curve, though single readings can be large; an effect the other way counts as inactive or inconclusive. Unless noted, % is set by controls: 0 for no effect and ±100 for the full control effect; potency is the fitted concentration of half-maximal effect. An unsorted share of the library. About 0.57% of those tested had a hit in this group.

SMILES	FEN1 inh	N370S GC mod	TDP1 inh
Oc1cccc(/C=N/Nc2ncnc3c2ncn3Cc2ccccc2)c1	-5%	-18%	2%
NC(=O)c1ccc(NC(=O)COC(=O)CCCc2c[nH]c3ccccc23)cc1	8%	-2%	1%
CCOC(=O)C(C(=O)OCC)C(=O)c1cc(OC)c(OC)c(OC)c1	43%[activator]	-6%	-1%
COc1ccc(-c2cc(=O)c3c(OC(C)=O)cc(OC(C)=O)cc3o2)cc1	.	-10%	8%
COc1cccc(OCc2cc(C(=O)N3CCN(c4ccccc4O)CC3)no2)c1	-25%	-4%	6%
COc1ccc(C(=O)C2CCCCC2=O)cc1 (stereo not given)	0%	-3%	3%
COc1ccc(OC)c(CNC(=O)Cc2ccc(NC(=O)N3CCCCc4ccccc43)cc2)c1	-1%	.	6%
CN(CCNC(=O)c1ccc(N2CCCC2=O)cc1)CCc1ccccc1	-10%	-1%	4%[56.1 µM]
COc1ccc(C(=O)NCCS(=O)(=O)NCc2cccs2)cc1	0%	1%	0%
COc1ccc(-n2nc(C(=O)Nc3cc(C)c(Cl)cc3OC)c3c4ccccc4n(C)c3c2=O)cc1	4%	.	2%
CC(C)(C)C(=O)Nc1ccnn1C1CCN(C(=O)c2cccc(Cl)c2)CC1	12%	-8%	3%
COc1cc(/C(C)=N/NC(=S)NC(C)C)cc(OC)c1OC	1%	-1%	-1%
COc1ccc(-c2nn(C)c(=O)c3ccccc23)cc1CNC(=O)C1CCCCC1	-9%	?	6%
O=C(Oc1ccccc1F)C1CCN(C(=O)c2ccc(F)cc2)CC1	9%	0%	5%
CCOCCn1c(-c2ccc(OC)cc2)nc2ccccc21	2%	0%	3%
COc1ccc2c(c1)C(c1ccc(N3CCOCC3)cc1)=NNC(c1cccnc1)=N2	5%	-3%	6%
CCOC(=O)c1nn(-c2ccc3c(c2)OCO3)cc1O	2%	3%[2.35 µM]	0%
CCN1CCN(CC(=O)Nc2ccc(C)c(Br)c2)CC1	1%	-15%	.
CC(C)Oc1ccc(CNC(=O)C2CCN(c3nc4ccccc4n(C)c3=O)CC2)cc1	-8%	.	4%
CCOCCOC(=O)c1cccc(NC(=O)OCC)c1	-13%	18%	-1%
CCOc1ccccc1NC(=O)CN1C(=O)COc2ccccc21	26%	-9%	.
Cc1ccc(/C=c2\sc3nc(-c4ccccc4Br)nn3c2=O)o1	?	13%	.
Cc1onc(-c2c(F)cccc2Cl)c1C(=O)NCC1COc2ccccc2O1 (stereo not given)	-7%	-34%	-2%
COCCn1c(CN2CCN(c3ccc(OC)cc3)CC2)nc2c1c(=O)n(C)c(=O)n2C	6%	13%	-4%
COc1cccc(NC(=O)Cn2cc(C#N)c3ccccc32)c1	-8%	6%	1%
S=C(NCc1ccco1)N1CCN(c2nc(-c3ccc(Cl)cc3)cs2)CC1	-16%	-8%	6%
COc1ccc(CCn2c(=N)c(S(=O)(=O)c3ccc(C)cc3)cc3c(=O)n4ccccc4nc32)cc1	-7%	5%	1%
O=C(CCc1nc2ccccc2c(=O)[nH]1)NNC(=O)c1ccc(Cl)cc1	4%	-13%	.
O=C(O)c1ccc(/C=N/Nc2ccc(C(F)(F)F)cn2)cc1	-2%	4%	3%
Cc1ccc(S(=O)(=O)NCC(c2ccco2)N2CCc3ccccc32)cc1 (stereo not given)	-29%	-7%	-5%
COc1ccc(-c2cccc(NS(=O)(=O)c3ccccc3[N+](=O)[O-])c2)nn1	-7%	-3%	6%
Cc1cc(=O)[nH]c(SCc2nc3ccccc3n2Cc2ccccc2)n1	1%	-13%	8%
Cc1ccc(-c2nc(NC(=O)c3ccc(S(=O)(=O)N(CCC#N)CCC#N)cc3)sc2-c2ccccc2)cc1	-3%	-6%	3%
Cn1nnnc1SCC(=O)N1CCOCC1	2%	-2%	9%
CC(C)CN(Cc1cc(=O)oc2cc(-c3ccccc3)c(O)cc12)CC(C)C	17%	5%	.
CC(Oc1ccccc1)C(=O)OCc1cc(=O)n2nc(C(C)C)sc2n1 (stereo not given)	14%	.	3%
CC1CCCCN1c1cc(C#N)c(C#N)cc1[N+](=O)[O-] (stereo not given)	-5%	6%	2%
Cc1ccccc1NC(=O)c1c(NC(=O)C(F)(F)F)sc2c1CCCCC2	-12%	.	-6%[12.3 µM]
CCOC(=O)c1oc2cc(O)c(CC)cc2c(=O)c1-c1ccc2c(c1)OCCO2	-10%	-2%	1%
COc1cccc(NC(=O)N2CCC(NC(=O)C(Cc3cccc(C)c3)NC(C)=O)CC2)c1 (stereo not given)	0%	-6%	.
O=C(CSCc1nc2c(nnn2Cc2ccc(F)cc2)c(=O)[nH]1)Nc1cccc(C(F)(F)F)c1	-5%	-11%	5%
COc1ccc(NC(=O)c2cc(S(=O)(=O)N3CCc4ccccc43)cn2C)cc1OC	?	-6%	.
O=C(CSc1ccc(-c2ccccc2)nn1)NC1CCCC1	-1%	-17%	-2%
NC(=O)c1ccc(N2CCCCC2)c(N2C(=O)CCC2=O)c1	5%	-2%	-5%
COc1cccc(/C=C/c2nc(C#N)c(NCCc3ccc(OC)c(OC)c3)o2)c1	-21%	.	7%
Cc1cccc(N(C)C(=O)Cn2cnc3nc4c(cc3c2=O)CCCC4)c1	14%	.	1%
COc1cc(OC)c2c(-c3cccc(-c4ccc(C#N)cc4)c3)cc(=O)oc2c1	-15%	19%[89.1 µM]	1%[56.1 µM]
C[C@]12c3[nH]c4cc(-c5ccco5)ccc4c3CCN1C(=O)[C@@H](CC(=O)NCCc1ccccn1)C[C@@H]2C(=O)N1CCCCC1	-25%	.	5%[56.1 µM]
CCN(Cc1ccccc1)C(=O)CCS(=O)(=O)c1cc(Br)cc2c1N(C(=O)C1CC1)CC2	1%	.	-11%[12.3 µM]
COc1cccc(/C=C2\SC(=S)N(CC(=O)N(C)C3CCS(=O)(=O)C3)C2=O)c1 (stereo not given)	-15%	-1%	5%
Cc1ccccc1N(Cc1ccccc1F)S(C)(=O)=O	-8%	6%	-2%
CCOC(=O)c1c(C)nc2c(c1-c1ccc(OC)cc1)C(=O)CC(C)(C)C2	-4%	-22%	0%
Cc1ccc(S(=O)(=O)Nc2ccc3nc(-c4cccn4C)[nH]c3c2)cc1	1%	-18%	12%
O=C(c1cccc(S(=O)(=O)Nc2ccccc2Cl)c1)N1CCCCCC1	-2%	-1%	-9%
CCOc1ccc(NC(=S)N2CCn3c(nc4ccccc43)C2)cc1	.	-3%	3%
CCn1c2c(c(=O)n3ncc(C(=O)N4CCN(c5ccccc5)CC4)c13)CN(Cc1ccc(OC)cc1)CC2	26%	.	8%
Cn1c(CSCc2ccc(Cl)c(Cl)c2)n[nH]c1=S	-11%	11%	2%
CN(CC(=O)NC1CC(C)(C)NC(C)(C)C1)S(=O)(=O)c1cc(Cl)ccc1Cl	17%	-9%	5%
COc1ccc(NC2CCCN(C(=O)c3ccc(CSC)o3)C2)cc1OC (stereo not given)	-22%	0%	5%
COc1cc(OC)cc(C(=O)Nc2ccc(S(=O)(=O)N3CCOCC3)cc2)c1	-21%	-7%	.

(cont.)
SMILES	FEN1 inh	N370S GC mod	TDP1 inh
CC(C)CC(=O)NC(=S)Nc1nc(-c2cccc3ccccc23)cs1	-11%	.	4%
Fc1ccc(-c2nnn3c2nc(NCc2ccccc2)c2ccccc23)cc1	4%&0%	13%	1%
CC(NC(=O)CN(C)Cc1ccc(Br)cc1)c1ccccc1 (stereo not given)	-21%	-5%	.
Cc1cccc(C)c1NC(=O)C(=O)NCC(c1ccc2c(c1)OCO2)N1CCN(C)CC1 (stereo not given)	6%	.	-3%
O=C(COC(=O)c1cnccn1)c1ccc(Br)cc1	-5%	9%	-4%
Cc1ccc(Oc2ncnc(N)c2[N+](=O)[O-])cc1	-1%	0%	6%
Cc1nnc(NC(=O)CCn2cnc3ccccc3c2=O)s1	0%	0%	-4%
CCc1ccc(-n2c(C)cc(/C=N/NC(=O)c3ccncc3)c2C)cc1	-16%	9%	-2%
O=C(c1cccc(N2C(=O)C3CC=CCC3C2=O)c1)N1CCCCCC1 (stereo not given)	-4%	-1%	2%
CCOc1cc(C2c3c(-c4ccccc4O)n[nH]c3C(=O)N2CCc2ccccc2)ccc1O (stereo not given)	1%	.	4%
CCOC(=O)CCC(=O)c1c(C)oc2ccc(OC)cc12	7%	5%	7%
C=C(C(=O)Oc1c(C(C)(C)C)cccc1C(C)(C)C)c1ccccc1	-1%	.	-9%
CCCCc1c(O)nc(SCC(=O)N2CCOCC2)n(-c2ccccc2C)c1=O	-5%	-11%	4%
O=C(O)CNS(=O)(=O)c1ccc2c3c(cccc13)C(=O)N2	?	?	0%
CN1CCCN(Cc2ccccc2Br)CC1	2%	11%	7%
COc1ccc(/C=C2\SC(=O)N(CC(=O)NC3C=CS(=O)(=O)C3)C2=O)cc1 (stereo not given)	11%	1%	2%
COc1cc(N2CCCC2)c(OC)cc1/C=c1/sc2nc3ccccc3n2c1=O	.	16%	2%
Cc1ccc2c(c1)C1CCCC3C1N2CC(=O)N3Cc1ccccc1 (stereo not given)	.	-3%	1%
O=C(NCc1ccccn1)c1ccc(CNS(=O)(=O)c2cccc(Cl)c2)cc1	-9%	0%	-3%
O=C(c1cc(S(=O)(=O)N2CCOCC2)c(Cl)cc1Cl)N1CCCC1	6%	-10%	0%
CCC(C)C(=O)Nc1ccc(S(=O)(=O)N2CCCC2)cc1 (stereo not given)	5%	0%	.
Cc1cccc(CCNS(=O)(=O)c2ccc3c(c2)oc(=O)n3C)c1	-2%	11%	3%
O=C(N1CCN(S(=O)(=O)c2ccc(Cl)cc2)CC1)n1ccnc1	-13%	.	2%
COc1cccc2c1C(CO)N1C(C#N)C3CC(C(=O)O)C(C1C2)N3C (stereo not given)	2%	4%	.
O=c1[nH]c2ccccc2cc1CN(Cc1ccco1)S(=O)(=O)c1ccc(F)cc1	4%	?	5%
COc1ccc(N/C(=N\c2nc(C)cc(C)n2)NC(=O)C(C)C)cc1OC	-14%	-1%	0%
C=CCn1c2ccccc2c2nnc(SC(CC)C(=O)Nc3sc4c(c3C#N)CCCC4)nc21 (stereo not given)	-3%	14%	2%
Cc1ccc(OC(C)C(=O)Nc2ccncc2)cc1 (stereo not given)	-1%	-2%	.
CC(C)(C)c1ccc(NC(=O)COC(=O)CCN2C(=O)c3cccc([N+](=O)[O-])c3C2=O)cc1	-11%	11%	0%
O=C(O)CCC(NC(=O)C1CCCN1C(=O)OCc1ccccc1)C(=O)O (stereo not given)	12%	10%	6%
O=C(C1CCN(S(=O)(=O)Cc2ccccc2)CC1)N1CCN(c2ccc(F)cc2)CC1	-5%	.	3%

Arranged by count of non-hydrogen atoms (descending): part of the list above.
SMILES	FEN1 inh	N370S GC mod	TDP1 inh
C=CCn1c2ccccc2c2nnc(SC(CC)C(=O)Nc3sc4c(c3C#N)CCCC4)nc21 (stereo not given)	-3%	14%	2%
CC(C)(C)c1ccc(NC(=O)COC(=O)CCN2C(=O)c3cccc([N+](=O)[O-])c3C2=O)cc1	-11%	11%	0%
O=C(C1CCN(S(=O)(=O)Cc2ccccc2)CC1)N1CCN(c2ccc(F)cc2)CC1	-5%	.	3%
COc1cc(N2CCCC2)c(OC)cc1/C=c1/sc2nc3ccccc3n2c1=O	.	16%	2%
O=C(NCc1ccccn1)c1ccc(CNS(=O)(=O)c2cccc(Cl)c2)cc1	-9%	0%	-3%
O=C(O)CCC(NC(=O)C1CCCN1C(=O)OCc1ccccc1)C(=O)O (stereo not given)	12%	10%	6%
COc1cccc2c1C(CO)N1C(C#N)C3CC(C(=O)O)C(C1C2)N3C (stereo not given)	2%	4%	.
Cc1ccc2c(c1)C1CCCC3C1N2CC(=O)N3Cc1ccccc1 (stereo not given)	.	-3%	1%
Cc1cccc(CCNS(=O)(=O)c2ccc3c(c2)oc(=O)n3C)c1	-2%	11%	3%
O=C(N1CCN(S(=O)(=O)c2ccc(Cl)cc2)CC1)n1ccnc1	-13%	.	2%
O=C(O)CNS(=O)(=O)c1ccc2c3c(cccc13)C(=O)N2	?	?	0%
Cc1ccc(OC(C)C(=O)Nc2ccncc2)cc1 (stereo not given)	-1%	-2%	.
CN1CCCN(Cc2ccccc2Br)CC1	2%	11%	7%
